Bioassay records deposited in PubChem BioAssay by several laboratories.
T cell HTS – modulates CD8 T cell binding to vesicles. 0.068% of 330,000 active. 2C CD8+ T cell-vesicle binding, flow cytometry; hits give low values. calls only at 7 µM;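 active means response, share of CD8 T cells binding vesicles, and their 90th percentile fluorescence all below set limits, cut at about 80% in these data, passing the limit was not always enough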
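Assay system: 2C TCR transgenic mouse naive CD8+ T cells, MACS-purified | Read-out: CD8+ gate FL2 mean fluorescence as % of same-row positive control | Signal: High-throughput flow cytometry with anti-B7-1 and anti-CD8 staining | Timing: Binding step 1.5 h, 37 °C, antibody labelling 20 min, ice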
Autophagy HCS – autophagy modulation, high-content screen. 0.98% of 190,000 active. calls only at 10 µM (by protocol). AID 463193. MEF GFP-LC3 puncta imaging; test concentration mostly 10 µM;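 active means percentage of spot-positive cells more than 3 SD above its plate mean, without a fluorescence outlier flag or 80% toxicity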;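 further: spot-positive cell cutoff set from DMSO-treated cells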
Dynein cargo inh – blocks dynein driven cargo transport along microtubules | z-score, hits read low | AID 1381 | 3617.4 mouse cells, GR-EGFP nuclear translocation imaging; test concentration mostly 20 µM; stimulated with dexamethasone, 1 µM; hits give low values | 0.47% of 220,000 active;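 active means plate z-score of nuclear minus cytoplasmic receptor signal below a set negative limit, without overly bright fluorescence or cell loss, cut at about -3.5 in these data, passing the limit was not always enough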;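 further: z-score of nuclear minus cytoplasmic ring GR-EGFP intensity difference per well; some compounds called inactive have numbers as strong as hits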
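medium = tetracycline-free induction medium containing charcoal-stripped FBS | also added = 1.0 µM final dexamethasone stimulus | schedule = 48 h induction, 1 h compound, 30 min dex at 37 °C | technique = fixed, Hoechst-stained cells imaged at 10x for EGFP | measure = GR-EGFP nuclear translocation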
Yfh1-depleted yeast – mitochondrial function rescue without frataxin homolog – Friedreich's ataxia, plus single-dose screen, dose response (AID 1465); S. cerevisiae Yfh1-off respiration, WST-1 reduction, 72 h; higher fold induction means a stronger effect; one-dose fold induction at 50 µM; EC50 in µM for titrated hits; 0.074% of 220,000 active;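 active means fold induction of absorbance versus untreated yeast above a set limit, then at least 30% activation at any dose in follow-up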;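 further: activators that raise dye reduction in frataxin-depleted yeast; strong numbers were not always called active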
b-catenin transl – beta-catenin nuclear translocation modulation. HeLa beta-catenin nuclear translocation, immunofluorescence imaging. AID 1665. nuclear translocation activity, % at 5 µM. 0.3% of 190,000 active;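 active means nuclear translocation activity above 50% at 5 µM, with a well cell count of 50 or more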;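 further: per-cell ratio of nuclear to cytoplasmic median beta-catenin stain intensity; plate controls were DMSO negative control for no effect and GSK-3 inhibitor IX positive control for full effect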
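Test system: human HeLa cells, endogenous beta-catenin. Times: 24 h compound exposure, 37°C. Measured by: beta-catenin immunofluorescence imaging with DAPI.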
WT yeast gro inh – growth inhibition of WT yeast, mitochondrial fusion screen; mitochondrial fusion phenotypic screen, WT strain; inhibition, % at 10 µM; 2.1% of 190,000 active; AID 1362; in the data active means inhibition above about 58%; tested in S. cerevisiae
M1AAP inhibition – P. falciparum M1AAP inhibitors, biochemical, fluorogenic H-Leu-NHMec substrate, 1536-well (AID 1445). one-dose inhibition, % at 30 µM; IC50 in µM for titrated hits. recombinant M1AAP, H-Leu-NHMec fluorogenic kinetic assay; higher % means a stronger effect. 0.42% of 220,000 active;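 active means primary inhibition above the hit cutoff, then over 50% inhibition at one or more dose response concentrations, cut at about 23% in these data, passing the limit was not always enough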;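 further: plate controls were DMSO full reaction for no effect and no enzyme background for full effect; strong numbers were not always called active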
MT stabilize HCS – microtubule stabilization, imaging screen; 0.83% of 200,000 active; HeLa tubulin immunostaining HCS, 24 h; share of cells brighter than vehicle mean+2SD; % tubulin-high responders, % at 10 µM; AID 2205;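 active means plate Z-score above 3 for both tubulin-high and condensed-nucleus cell shares, with cell loss under 80%, at 10 µM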;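 further: anti alpha tubulin signal scored within the nucleus-defined area of each cell; some results filed as inactive read as strong as hits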
P. falciparum M17LAP – P. falciparum M17LAP inhibitors, primary screen, biochemical, fluorogenic H-Leu-NHMec substrate, 1536-well (AID 1619) | inhibition, % at 30 µM; hits with a dose series show IC50 in µM | 0.38% of 220,000 active | recombinant M17LAP, H-Leu-NHMec fluorogenic kinetic assay; higher % means a stronger effect;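 active means compound inhibiting the enzyme by more than half at any dose during confirmatory dose-response retesting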;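 further: plate controls were full reaction with DMSO carrier for no effect and no enzyme background for full effect; strong numbers were not always called active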
WT yeast gro inh mutant strain – recorded beside WT yeast gro inh, whose call it bears; inhibition, %; mitochondrial fusion phenotypic screen, mutant strain inhibition
Dynein cargo inh cytoplasmic EGFP – also measured in Dynein cargo inh; calls as there; z-score; measured here: cytoplasmic GR-EGFP intensity; hits give high values
Dynein cargo inh nuclear GR-EGFP – further read-out of Dynein cargo inh, marked with its call; z-score; measured here: nuclear GR-EGFP intensity;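 lower value marks the stronger effect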
Dynein cargo inh cell count – second read-out of Dynein cargo inh, no call of its own (marks repeat the call); z-score; measured here: cell count per field
b-catenin transl cell count 5 µM – also measured in b-catenin transl; calls as there; cell count; measured here: cell count, cytotoxicity flag
T cell HTS vesicle-bound % – further read-out of T cell HTS, marked with its call; double positive events, %; measured here: CD8+ vesicle-bound cell fraction;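 binding gate set so that unloaded-vesicle control wells show 10% double positive cells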
MT stabilize HCS Hoechst-high % – recorded beside MT stabilize HCS, whose call it bears; % Hoechst-high responders; measured here: nuclear condensation Hoechst responders;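 share of cells brighter than vehicle mean plus two SD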
MT stabilize HCS cytotoxicity % – further read-out of MT stabilize HCS, marked with its call; toxicity, %; measured here: cytotoxicity by cell density;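 0% = mean cell density of plate MIN control wells and 100% = no cells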
Autophagy HCS cell loss 18 h – second read-out of Autophagy HCS, no call of its own (marks repeat the call); toxicity, %; measured here: cell loss, nuclei count;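 cell loss after 18 h compound exposure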
Numbers without * were called inactive; i = inactive; . = no result given.

SMILES	T cell HTS	T cell HTS vesicle-bound %	Autophagy HCS	Autophagy HCS cell loss 18 h	Dynein cargo inh	Dynein cargo inh cytoplasmic EGFP	Dynein cargo inh nuclear GR-EGFP	Dynein cargo inh cell count	Yfh1-depleted yeast	b-catenin transl	b-catenin transl cell count 5 µM	WT yeast gro inh	WT yeast gro inh mutant strain	M1AAP inhibition	MT stabilize HCS	MT stabilize HCS Hoechst-high %	MT stabilize HCS cytotoxicity %	P. falciparum M17LAP
COc1cc(=O)n2c(-c3ccccc3)csc2n1	i	30	i	-8	-0.12	-0.32	-0.027	0.07	i	-1.9	1140	0	10	1%	2.4	3.3	7.9	-2%
CCOc1ccc(NC(=O)C2=C(C)C(=O)OC23CCC(C)CC3)cc1 (stereo unspecified)	i	44	i	16	-0.73	-0.13	-0.41	-0.13	i	.	.	17	16	3%	2.9	2.5	6.6	9%
Cn1cccc1Cc1nnc(SCC(=O)NCc2ccc(F)cc2)n1-c1ccc(F)cc1	i	59	.	.	.	.	.	.	i	-0.7	1019	10	0	.	.	.	.	.
COc1ccc2cc3cc(C(=O)NCc4ccc5c(c4)OCO5)oc3nc2c1	i	16	i	-7	2.1	-0.19	1.2	-1.5	.	.	.	12	1	12%	1.3	2.1	2.3	11%
CCc1cccc(C)c1NC(=O)C1CCCO1 (stereo unspecified)	i	37	i	11	-1.6	-0.21	-0.51	1.3	i	-3.3	995	0	-1	-1%	3.3	2.3	4.9	4%
COC(=O)c1ccccc1NC(=O)CSCC(=O)Nc1ccc(F)cc1	i	64	i	-27	-0.00074	-0.21	0.45	1.1	i	-1.3	1423	40	3	0%	2.7	2.3	6.0	-2%
CC(NC(=O)Nc1ccccc1)C(c1cccs1)N1CCN(C)CC1 (stereo unspecified)	i	16	i	17	0.66	-0.18	0.47	-0.4	i	0.3	1073	-5	-2	4%	2.6	1.0	1.0	-1%
CNC(=O)c1ccccc1NC(=O)c1ccco1	i	40	i	0	2	-0.22	1.1	-1.5	i	0.8	980	-13	8	3%	4.9	1.8	7.2	-2%
CC(O)Cc1cn(CC(=O)N2CCN(C(=O)OC(C)(C)C)CC2)nn1 (stereo unspecified)	.	.	i	-3	-0.51	-0.27	-0.042	0.15	i	-0.8	1126	0	9	2%	4.5	1.5	9.3	6%
COc1cccc(OCC(O)CO)c1 (stereo unspecified)	i	16	i	10	0.33	-0.19	0.36	-0.47	i	-4.1	1224	11	15	8%	3.2	2.2	6.7	-2%

Two compounds from above, reduced to Autophagy HCS, MT stabilize HCS cytotoxicity % and Yfh1-depleted yeast:
structure | Autophagy HCS | MT stabilize HCS cytotoxicity % | Yfh1-depleted yeast
COc1cc(=O)n2c(-c3ccccc3)csc2n1 | i | 7.9 | i
CCOc1ccc(NC(=O)C2=C(C)C(=O)OC23CCC(C)CC3)cc1 (stereo unspecified) | i | 6.6 | i

Next section:
SMILES	T cell HTS	T cell HTS vesicle-bound %	Autophagy HCS	Autophagy HCS cell loss 18 h	Dynein cargo inh	Dynein cargo inh cytoplasmic EGFP	Dynein cargo inh nuclear GR-EGFP	Dynein cargo inh cell count	Yfh1-depleted yeast	b-catenin transl	b-catenin transl cell count 5 µM	WT yeast gro inh	WT yeast gro inh mutant strain	M1AAP inhibition	MT stabilize HCS	MT stabilize HCS Hoechst-high %	MT stabilize HCS cytotoxicity %	P. falciparum M17LAP
OCCNc1nc2ccccc2n1CC(O)c1ccccc1 (stereo unspecified)	i	47	i	24	-0.85	-0.2	-0.63	0.1	i	-1.3	1031	2	8	7%	1.6	2.1	5.5	8%
O=C(Cn1c(=O)[nH]c2ccsc2c1=O)NC1CCCCC1	i	38	i	7	-0.29	-0.18	-0.054	0.29	i	-2.8	909	6	-4	5%	3.1	2.6	14	21%
Cc1ccc(C(=O)Nc2oc(-c3ccccc3)cc2C#N)cc1	i	41	i	5	-0.78	0.11	-0.071	0.94	i	2.9	1118	20	5	2%	1.1	1.5	7.4	8%
CCCn1c(SCC(=O)O)nc2ccccc21	i	58	i	-7	-0.74	-0.25	-0.33	0.45	i	.	.	-2	13	4%	1.7	1.9	4.2	-11%
O=C(C1CCCN(S(=O)(=O)Cc2ccccc2)C1)N1CCCCC1 (stereo unspecified)	i	41	i	11	-0.37	-0.11	-0.003	0.34	i	-2.0	1446	-11	-11	1%	2.6	2.4	2.1	-9%
CN1C(=O)C(CC(=O)Nc2ccccc2)S/C1=N/c1nccs1 (stereo unspecified)	i	52	i	-4	-0.86	-0.32	-0.61	1.6	i	2.2	1049	-8	3	10%	3.1	2.1	11	-9%
COc1ccc(C(=O)CN2C(=O)NC(C)(c3ccc(C)cc3)C2=O)cc1OC (stereo unspecified)	i	43	i	6	-0.39	-0.12	-0.32	0.57	i	-3.5	931	20	8	-1%	4.3	2.2	8.9	8%
Cn1c(N)c(C(=O)COC(=O)c2cccs2)c(=O)n(C)c1=O	i	44	i	18	-1.3	-0.3	-0.063	0.97	i	-1.2	1142	-1	-2	5%	2.8	2.5	5.7	5%
O=C(Cn1cnc2ccccc2c1=O)Nc1nc2ccccc2s1	i	45	i	10	-0.4	-0.19	-0.42	-0.12	i	-0.2	1543	-52	7	-2%	1.4	1.5	3.4	8%
Nc1nc(NCc2ccccc2)nc(Nc2ccc(F)cc2)c1[N+](=O)[O-]	i	34	i	-20	0.5	-0.12	0.61	0.33	i	-2.0	902	0	-3	11%	2.3	1.7	2.8	8%
Cc1cc(C(=O)CN2C(=O)c3ccccc3C2=O)c(C)n1Cc1cccs1	i	58	i	10	0.27	-0.25	0.84	0.85	i	-3.8	1176	-1	13	0%	3.3	1.8	13	9%
CC1CCN(CC(O)COC2CCC(C(C)(C)C)CC2)CC1 (stereo unspecified)	i	48	i	-2	0.19	-0.23	0.29	0.14	i	-2.0	1108	-15	4	1%	1.8	1.5	6.2	8%
Cc1ccc(F)cc1CNC(=O)c1cc(COc2ccc3ncccc3c2)on1	i	30	i	4	0.6	0.5	0.52	-0.43	i	-1.6	975	9	7	-6%	3.9	1.0	2.5	-1%
CC1=C(C(=O)Nc2ccc(C)cc2C)C(c2ccc(C)o2)NC(=O)N1 (stereo unspecified)	i	21	i	0	1	-0.059	0.97	-1.2	i	-4.2	1218	-1	6	12%	1.7	1.4	4.5	-1%
CC1CCc2nc(/C(C#N)=C/c3cccnc3)sc2C1 (stereo unspecified)	i	52	i	-6	0.89	-0.31	0.73	-0.38	i	8.5	987	-2	6	3%	2.0	2.2	0.9	-2%
Cc1cccc(C2=N/C(=C/c3cccs3)C(=O)O2)c1	i	57	i	0	-0.51	-0.14	-0.42	0.21	i	-1.3	1088	-7	9	4%	6.5	1.2	8.2	5%
Cc1ccc(C(=O)N(CC(=O)NC2CCCC2)c2ccccc2C)s1	i	6	i	10	1.3	-0.3	0.8	-0.28	i	1.3	994	-12	18	6%	3.0	2.9	9.7	-2%
CSc1n[nH]c(NC(C)=O)n1	i	10	i	-29	-0.69	-0.21	-0.47	0.71	i	-5.3	989	5	4	2%	3.2	1.7	4.3	-6%
CN(Cc1ccccc1)S(=O)(=O)c1cccs1	.	.	i	12	0.54	0.68	0.54	0.064	i	-17	1223	-17	-21	11%	2.2	1.5	4.5	-1%
O=c1cc(CO)oc(C(Nc2ccccn2)c2cccc(F)c2)c1O (stereo unspecified)	i	36	i	7	-1	-0.22	-0.56	0.75	i	-1.8	1108	-4	-3	9%	1.8	4.4	6.6	6%
N#Cc1c(N2CCCC2)ccc(Br)c1Cl	i	21	.	.	0.79	-0.28	0.53	-0.66	i	1.7	1051	.	.	-10%	.	.	.	8%
CS(=O)(=O)N1Cc2ccccc2CC1C(=O)O (stereo unspecified)	i	28	i	-9	2	-0.13	0.96	-1.4	i	-2.5	1054	5	-16	-5%	2.1	2.3	14	18%
CCOc1ccc(/C=N/NC(=O)c2csc(C)c2C)c(OCC)c1	i	40	i	-2	0.96	-0.053	0.72	0.016	i	.	.	19	9	1%	1.3	2.0	1.2	17%
Clc1cccc(CSc2nnc(-c3cccnc3)n2Cc2ccco2)c1	i	9	i	14	1.5	-0.2	0.72	-0.5	i	-0.6	1160	-6	0	1%	1.7	2.2	8.1	7%
CN1C(=O)C(CC(=O)NC2CCCCC2)N(C)C1=O (stereo unspecified)	i	59	i	41	2.3	-0.22	1.4	-1.6	i	1.3	1058	-2	8	-1%	4.1	1.7	5.0	-1%
CCOC(=O)C1C(c2ccc(OC)c(OC)c2)c2c([nH][nH]c2=O)CC1(C)O (stereo unspecified)	i	53	.	.	0.24	-0.24	0.13	0.47	i	-0.9	1453	.	.	4%	.	.	.	-4%
COc1ccc(-c2cc3nc(C4CCN(C(=O)OC(C)(C)C)CC4)c(C(=O)O)cn3n2)cc1	i	28	i	3	-0.63	0.085	0.1	0.31	i	-4.2	892	-2	-2	4%	2.8	2.7	7.6	6%
COc1ccc(Cc2nnc(NC(=O)C3CCCO3)s2)cc1 (stereo unspecified)	i	22	i	2	-0.11	-0.2	-0.24	0.4	i	-0.9	785	-10	-5	-1%	1.4	2.0	8.2	2%
